MT1-MMP act inh – blockers of MT1-MMP proenzyme processing, primary screen, HT1080 RFP-PRO-GFP cells, GFP/RFP fluorescence; Matrix metalloproteinase-14 (Homo sapiens), P50281; GFP/RFP ratio fluorescence, overnight; percent of plate control window, DMSO zero; GFP/RFP ratio change, % at 20 µM; 360,000 compounds, 0.061% hits;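 active = GFP/RFP ratio change of at least 30% with cell ATP level not reduced by more than half and red fluorescence within 50% of control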; note: strong numbers were not always called active
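Test system: HT1080 cells expressing an RFP-PRO-GFP fluorescent reporter construct / Compound dosing: single-point 20 µM compound, 1% DMSO / Schedule: cells overnight before dosing, compound overnight, 37 °C, 5% CO2 / Evaluation: GFP/RFP fluorescence ratio / Control set: DMSO and RFP-L50D-GFP cell wells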
MsrA inhibitor – bovine MsrA enzyme inhibitors, primary screen, biochemical, absorbance, HTS. AID 651718, 2012. purified bovine MsrA, absorbance read-out. inhibition, % at 15.5 µM. Methionine sulfoxide reductase A (Bos taurus). 360,000 compounds, 0.75% hits; in the data active = inhibition above about 4.5%;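 note: 0% = vehicle wells with enzyme and 100% = reference inhibitor wells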
CendR NRP1 mod – modulators of CendR peptide binding to NRP-1, primary screen, biochemical, fluorescence polarization, uHTS. FAM-RPARPAR peptide binding to NRP-1. inhibition, % at 25 µM. 360,000 compounds, 0.85% hits. AID 602438, 2012;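 active = inhibition or corrected inhibition above about 18%, plus a signal ratio from 0.5 to 1.5, limit read from the data, passing the limit was not always enough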; note: strong numbers were not always called active
Target sequence (O14786 whole entry, looked up): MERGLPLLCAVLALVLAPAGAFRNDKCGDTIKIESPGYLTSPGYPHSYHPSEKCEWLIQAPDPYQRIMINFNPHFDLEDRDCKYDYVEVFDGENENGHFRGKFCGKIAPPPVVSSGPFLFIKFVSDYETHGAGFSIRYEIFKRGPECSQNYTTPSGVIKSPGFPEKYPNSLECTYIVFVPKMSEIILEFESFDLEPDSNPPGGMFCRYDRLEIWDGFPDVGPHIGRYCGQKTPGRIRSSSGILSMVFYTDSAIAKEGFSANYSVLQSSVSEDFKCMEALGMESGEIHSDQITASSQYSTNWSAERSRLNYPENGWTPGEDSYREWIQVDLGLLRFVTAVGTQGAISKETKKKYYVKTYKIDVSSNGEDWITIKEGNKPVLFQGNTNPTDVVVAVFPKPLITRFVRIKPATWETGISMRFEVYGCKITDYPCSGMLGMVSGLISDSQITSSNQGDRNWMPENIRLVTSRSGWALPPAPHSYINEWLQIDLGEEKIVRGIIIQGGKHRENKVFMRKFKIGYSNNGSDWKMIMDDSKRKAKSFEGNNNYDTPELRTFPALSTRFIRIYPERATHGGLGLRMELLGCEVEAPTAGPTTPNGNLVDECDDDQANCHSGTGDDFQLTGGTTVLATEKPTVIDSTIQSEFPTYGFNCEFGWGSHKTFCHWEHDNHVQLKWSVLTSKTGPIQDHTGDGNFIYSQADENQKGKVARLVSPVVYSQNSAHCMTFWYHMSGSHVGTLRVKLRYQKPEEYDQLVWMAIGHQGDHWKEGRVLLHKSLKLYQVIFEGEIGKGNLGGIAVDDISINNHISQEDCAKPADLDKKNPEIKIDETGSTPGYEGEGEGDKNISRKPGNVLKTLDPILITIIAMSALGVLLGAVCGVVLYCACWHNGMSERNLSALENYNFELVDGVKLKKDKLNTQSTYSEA
Rin1-Abl PPI inh – inhibitors of Rin1-Abl protein binding, primary screen, biochemical, TR-FRET. Tyrosine-protein kinase ABL1 (Homo sapiens) + Ras and Rab interactor 1 (Homo sapiens), …. inhibition, % at 7.35 µM. 360,000 compounds, 0.4% hits. AID 588664, 2011; in the data active = inhibition above about 5%, passing the limit was not always enough
SKN-1 inh – suppressors of acrylamide-induced Pgst-4::GFP reporter in worms, primary screen, SKN-1 inhibitor project, whole organism, uHTS, GFP/RFP fluorescence ratio, strain VP596 | C. elegans VP596 Pgst-4::GFP/RFP ratio, 24 h | inhibition, % at 21.8 µM | 360,000 compounds, 0.49% hits;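 active = interference check ratio from 0.5 to 1.5 plus GFP to RFP signal ratio inhibition reaching or exceeding a fixed threshold, cut at about 30% in these data, passing the limit was not always enough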; note: some compounds called inactive have numbers as strong as hits
Neddylation inh – inhibitors of cullin neddylation, primary screen, biochemical, TR-FRET, uHTS, NAE and Ubc12; NEDD8-conjugating enzyme Ubc12 (Homo sapiens) + NEDD8-activating enzyme E1 regulatory …; calls only at 25 µM; 360,000 compounds, 0.58% hits; AID 651699, 2012; in the data active = inhibition above about 36%
MsrA act – bovine MsrA enzyme activators, primary screen, biochemical, absorbance, HTS | activation, % at 10.6 µM | Methionine sulfoxide reductase A (Bos taurus) | 360,000 compounds, 0.3% hits | purified bovine MsrA, absorbance read-out; in the data active = activation above about 7.5%;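 note: 0% = vehicle and 100% = reference activator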
FAS-TE inh – FAS thioesterase domain inhibitors, primary screen, biochemical, fluorescence intensity, uHTS; Fatty acid synthase (Homo sapiens), P49327; recombinant FAS-TE, OMFH fluorogenic substrate, fluorescence endpoint; inhibition, % at 15 µM; 360,000 compounds, 0.67% hits;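 active = compounds whose normalised, plate-corrected inhibition of enzyme fluorescence in the single-dose primary screen is 50% or more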;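 note: 0% = DMSO with enzyme and 100% = substrate without enzyme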
eLon inh – inhibitors of E. coli Lon protease, primary screen, biochemical, fluorescence polarization | P0A9M0 | purified E. coli Lon protease | inhibition, % at 7.94 µM | 360,000 compounds, 0.42% hits | AID 602123, 2011; in the data active = inhibition above about 13%, passing the limit was not always enough;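 note: 0% = enzyme with probe and DMSO and 100% = no enzyme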
The depositor's hits bear a star; i = inactive; . = no result given; + = active, no number.

nr	Compound	MT1-MMP act inh	MsrA inhibitor	CendR NRP1 mod	Rin1-Abl PPI inh	SKN-1 inh
1	O=C(NC(=S)NCC1CCCO1)c1ccccc1Br (centres undefined)	4	0.0	6	1	-2
2	Nc1n[nH]c(CO)n1	4	-0.8	-2	0	-8
3	CCOc1ccc(N2CC(=O)N/C2=N\c2nc(C)cc(C)n2)cc1	-1	1.3	-5	0	-12
4	Cc1nc(SCn2nnc3ccccc3c2=O)nc(C)c1C	1	0.0	2	1	-4
5	CCCn1c(=O)c2ccccc2n2c(SCc3cc(=O)oc4ccc5ccccc5c34)nnc12	-1	-0.2	-8	-2	4
6	COc1cc(NC(=O)Nc2ccc(Cl)c(Cl)c2)c(C(=O)O)cc1OC	1	0.5	12	-2	-11
7	C=CCNc1nc2c(c(=O)[nH]c(=O)n2C)n1CCCCC	4	0.3	23	-2	-2
8	COc1ccc2[nH]c(C)c(CN3CCC(C)CC3)c(=O)c2c1	-4	1.9	0	0	3
9	Cc1cc(CNC(=O)c2cc(Br)ccc2Cl)nn1C	3	0.4	-6	-2	-9
10	CC(=O)Nc1ccc2nc(NC(=O)CS(=O)(=O)c3ccc(F)cc3)sc2c1	2	1.7	-8	-1	9
11	O=C(COc1cccc(C(F)(F)F)c1)N1CCN(c2ccccc2O)CC1	0	1.7	0	-1	6
12	CCOc1ccccc1NC(=O)CN(c1nccs1)S(=O)(=O)c1ccc(N)cc1	-1	0.7	4	-5	16
13	CCCNC(=O)c1cc(C2CCCCN2C(=O)c2ccc3c(c2)CCO3)on1 (centres undefined)	3	1.4	14	15*	-7
14	O=C(NCCc1c[nH]c2ccccc12)c1ccc(-n2cnnn2)cc1	4	0.3	6	1	-6
15	CCc1nnc(N2CCN(c3ncnc4c3oc3ccccc34)CC2)s1	-5	0.3	13	3	-16

nr	Neddylation inh	MsrA act	FAS-TE inh	eLon inh
1	i	-8	-7	-3
2	i	1	-5	1
3	i	-2	-6	-6
4	i	0	2	-3
5	i	-2	-5	-7
6	.	-2	4	-8
7	i	1	-6	-1
8	i	-5	-10	-6
9	i	4	-3	-3
10	i	-1	-3	-9
11	i	2	4	-5
12	i	-6	-13	4
13	i	-2	-2	-4
14	i	-12	4	-11
15	i	0	0	3

(more compounds)
nr	Compound	MT1-MMP act inh	MsrA inhibitor	CendR NRP1 mod	Rin1-Abl PPI inh	SKN-1 inh
16	CN(C)c1nc(OCCOC(=O)Nc2ccc(Cl)cc2Cl)nc(N(C)C)n1	-3	.	-4	-1	1
17	COc1ccc(S(=O)(=O)N2CCN(C(=O)[C@@H]3CCC(=O)N3C3OC(=O)c4ccccc43)CC2)cc1 (some centres undefined)	2	0.5	-13	1	-15
18	O=C(NNS(=O)(=O)c1cc(Cl)c(Cl)cc1Cl)c1cccnc1	-1	1.5	-1	-1	1
19	C[C@@H]1CN([C@@H](C)CO)S(=O)(=O)c2ccc(Br)cc2O[C@H]1CN(C)C(=O)c1ccccc1F	1	0.2	4	-1	-5
20	O=C(C1CCCCC1)N1C[C@@H](O)[C@H](n2cc(C3CC3)nn2)C[C@@H]1c1ccc(Cl)cc1	0	1.0	2	4	-16
21	Cc1ccnc(NC(=O)c2ccc(NC(=O)c3ccco3)cc2)c1	-2	-1.0	0	0	3
22	O=S(=O)(NCc1cc(-c2ccccc2)no1)c1ccccc1	2	-0.6	-2	2	17
23	Cc1cn([C@H]2C[C@H](O)[C@@H](/C=C/C(=O)NCCc3cccs3)O2)c(=O)[nH]c1=O	3	-0.3	18	3	9
24	COC(=O)C1=C(N)Oc2cc(C)n(CCN3CCOCC3)c(=O)c2C1c1cccnc1 (centres undefined)	-2	0.2	-22	2	6
25	O=C(CN1C(=O)NC2(CCOc3ccccc32)C1=O)Nc1cccc(Cl)c1 (centres undefined)	8	-0.5	2	1	2
26	Cn1cc(Br)c(C(=O)Nc2sc3c(c2C(N)=O)CCCC3)n1	5	1.5	12	-1	2
27	COc1ccc(C)cc1NC(=O)CNC(=O)Cn1ccc2ccccc2c1=O	0	-0.6	-10	1	0
28	COc1ccc(-c2cc(C(F)(F)F)n3nc(C(=O)O)nc3n2)cc1	4	5.1*	4	-2	20
29	CCC1SC(=NC(=O)c2ccc(Cl)c(Cl)c2)NC1=O (centres undefined)	-1	0.9	-1	-6	20
30	CNC(=O)COc1ncnc2scc(-c3ccc(F)cc3)c12	1	-0.2	-8	0	-2

nr	Neddylation inh	MsrA act	FAS-TE inh	eLon inh
16	i	-6	17	5
17	i	-1	-2	-6
18	i	-1	-1	4
19	i	-9	-6	1
20	i	-7	-4	-2
21	i	-4	-6	-2
22	i	-3	0	-7
23	i	-3	-8	-4
24	i	4	0	1
25	i	-4	12	0
26	.	-3	5	6
27	i	-3	-4	0
28	i	-5	-9	4
29	i	-1	-4	-4
30	i	-4	-1	-7

(further entries)
nr	Compound	MT1-MMP act inh	MsrA inhibitor	CendR NRP1 mod	Rin1-Abl PPI inh	SKN-1 inh
31	Cc1ccc(C(=O)c2oc3ccccc3c2NC(=O)c2cc(-c3cc(C)ccc3O)n[nH]2)cc1	14	-0.2	5	-5	-14
32	CC(C)(C)n1nc2c(c1NC(=O)C1CC(=O)N(c3ccc(Cl)cc3)C1)CS(=O)(=O)C2 (centres undefined)	3	-1.4	6	-1	9
33	CCCn1c(=O)c(C(=O)NNC(=O)c2ccccc2[N+](=O)[O-])c(O)c2ccccc21	1	2.0	7	-1	1
34	O=C(/C=C/c1ccc([N+](=O)[O-])cc1)c1ccccc(=O)c1O	10	2.8	-31	2	18
35	COc1ccc(Cc2nnc(N=Nc3c(O)[nH]c4ccc(Br)cc34)[nH]c2=O)cc1	-1	-1.7	4	4	-16
36	COc1cccc(C(=O)Nc2cc3c(cc2C(C)=O)OCCO3)c1	1	-1.0	4	0	-4
37	CCCSc1nc(NCc2ccco2)c2c3c(sc2n1)COC(C)(C)C3	-3	-0.2	-11	-5	1
38	CCCCn1nnnc1C1(C)CCC(=O)N1CCc1c[nH]c2ccccc12 (centres undefined)	4	-0.2	6	.	2
39	COc1ccc(NC(=S)N2CCCN(Cc3cc(C)ccc3C)C2)cc1	-1	0.2	0	-1	-7
40	CN(C)c1ccc(/C=N/NC(=O)C(=O)/C=C2\NC3(CCCC3)Cc3ccccc32)cc1	-6	3.5	-32	-3	28
41	CC(C)C[C@@H](CO)NS(=O)(=O)c1cc(Cl)ccc1F	4	0.5	-12	2	-2
42	CC(C)C(=O)Nc1cc(C(F)(F)F)ccc1-n1ccnc1	-3	-1.3	7	3	2
43	CCOc1ccccc1NC(=O)CCNS(=O)(=O)c1ccc2[nH]c(=O)oc2c1	0	0.0	-3	5	1
44	COCCCNC(=S)N1CCCN(c2nc3cc(C)ccc3cc2C#N)CC1	0	1.2	-12	-1	-3
45	CC(=O)c1ccc(N(C(=O)CNC(=O)c2ccco2)C(C(=O)NC2CCCC2)c2ccco2)cc1 (centres undefined)	-2	0.2	12	-4	0

nr	Neddylation inh	MsrA act	FAS-TE inh	eLon inh
31	+	-9	0	-2
32	i	-2	3	5
33	i	-1	7	-5
34	i	-4	8	-4
35	i	-12	3	-10
36	i	-7	10	2
37	i	-12	7	-8
38	i	-3	-11	-4
39	i	-5	1	2
40	i	-3	35	6
41	i	-4	-10	3
42	i	-1	-7	6
43	i	-2	-3	-10
44	i	-2	4	-11
45	i	-4	1	-4

More structures follow:
nr	Compound	MT1-MMP act inh	MsrA inhibitor	CendR NRP1 mod	Rin1-Abl PPI inh	SKN-1 inh
46	COc1ccc(-n2c(SCC(=O)Nc3cccc4ccccc34)nc(O)cc2=O)cc1	-1	-1.3	2	-1	15
47	CCOC(=O)Nc1cc(=O)c2ccccc2o1	0	-1.3	-6	-1	4
48	CC(=O)c1cn(CC(=O)Nc2cccc(C)c2C)c2ccccc12	-5	0.3	11	2	-2
49	CCOc1[nH]n(-c2ccccc2)c(=O)c1C=NCc1cccnc1	4	1.7	3	-6	-4
50	COc1cccc(NC(=O)CNC(=O)Cn2cnc3sc(C)c(C)c3c2=O)c1	-1	0.1	6	1	20
51	CCN(CC)C(C)C(=O)Nc1c2c(cc3c1CCC3)CCC2 (centres undefined)	-2	0.4	-7	3	9

nr	Neddylation inh	MsrA act	FAS-TE inh	eLon inh
46	i	-7	-4	7
47	i	-4	-8	-1
48	i	-2	-1	-5
49	i	-1	-3	9
50	i	-7	4	-4
51	i	-3	-9	-3

Entries above with an NH in an aromatic ring (10):
nr	Compound	MT1-MMP act inh	MsrA inhibitor	CendR NRP1 mod	Rin1-Abl PPI inh	SKN-1 inh
2	Nc1n[nH]c(CO)n1	4	-0.8	-2	0	-8
7	C=CCNc1nc2c(c(=O)[nH]c(=O)n2C)n1CCCCC	4	0.3	23	-2	-2
8	COc1ccc2[nH]c(C)c(CN3CCC(C)CC3)c(=O)c2c1	-4	1.9	0	0	3
14	O=C(NCCc1c[nH]c2ccccc12)c1ccc(-n2cnnn2)cc1	4	0.3	6	1	-6
23	Cc1cn([C@H]2C[C@H](O)[C@@H](/C=C/C(=O)NCCc3cccs3)O2)c(=O)[nH]c1=O	3	-0.3	18	3	9
31	Cc1ccc(C(=O)c2oc3ccccc3c2NC(=O)c2cc(-c3cc(C)ccc3O)n[nH]2)cc1	14	-0.2	5	-5	-14
35	COc1ccc(Cc2nnc(N=Nc3c(O)[nH]c4ccc(Br)cc34)[nH]c2=O)cc1	-1	-1.7	4	4	-16
38	CCCCn1nnnc1C1(C)CCC(=O)N1CCc1c[nH]c2ccccc12 (centres undefined)	4	-0.2	6	.	2
43	CCOc1ccccc1NC(=O)CCNS(=O)(=O)c1ccc2[nH]c(=O)oc2c1	0	0.0	-3	5	1
49	CCOc1[nH]n(-c2ccccc2)c(=O)c1C=NCc1cccnc1	4	1.7	3	-6	-4

nr	Neddylation inh	MsrA act	FAS-TE inh	eLon inh
2	i	1	-5	1
7	i	1	-6	-1
8	i	-5	-10	-6
14	i	-12	4	-11
23	i	-3	-8	-4
31	+	-9	0	-2
35	i	-12	3	-10
38	i	-3	-11	-4
43	i	-2	-3	-10
49	i	-1	-3	9

This is a random part of the collection; overall some 4.2% were active at least once.
